AI-2 QS mod: Vibrio harveyi AI-2 quorum sensing modulation; Vibrio harveyi JMH597 AI-2 luminescence/OD600 ratio, 9 h; hits give low values; strain lacks LuxN and CqsS sensors; 0 = neutral-control median; activity change, % at 7.5 µM; 300,000 tested, 0.4% active; in the data active = activity change below about -75%, passing the limit was not always enough;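 also: luminescence divided by OD600 gain over 9 h not by final OD600 alone; inactives centre near 13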
HSF-1 act: increases HSF-1 driven luciferase reporter signal; AID 504408; NIH3T3-HGL HSF-1 luciferase reporter, MG132, 8 h; 100% = twice DMSO control signal; activation, % at 9 µM; 300,000 tested, 1.7% active;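 active = mean replicate activation of at least 50% with a set share of replicates each reaching 50%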;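 also: 0% = median of the neutral control wells and 100% = twice that signal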
KLF5 inh: inhibitors of KLF5 expression. AID 1700. DLD-1 KLF5 promoter-luciferase reporter, luminescence. inhibition, % at 5 µM. 290,000 tested, 0.23% active;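 active = inhibition above a per-plate limit of that plate's mean compound inhibition plus 3 SD, cut at about 60% in these data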;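 also: 0% = DMSO wells and 100% = LY294002 at 200 µM; higher means less KLF5 promoter-driven luciferase light; inactives centre near -14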
HSF1 inh: HSF1 inhibition; NIH3T3-HGL HSE-luciferase, MG132-induced, luminescence 8 h; hits give low values; activity change, negative = inhibition, % at 7.5 µM (by protocol); 300,000 tested, 0.77% active; AID 2098;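 active = more than half of replicate wells show activity change below -50%, luminescence cut by over half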;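 also: luciferase reports HSF-1 transcriptional activity via heat shock element; 0% = median of DMSO wells and -100% = zero luminescence signal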
GSK3B inh: human GSK3beta kinase inhibition; P49841; 300,000 tested, 0.038% active; AID 2097; GST-GSK3beta kinase, ADP-Glo luminescence, 60 min; hits give low values; activity score (negative = inhibition), % at 10 µM;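 active = more than half of replicate wells score below -50%, meaning over 50% inhibition versus plate controls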;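 also: 0% = median DMSO wells and -100% = median GW8510 positive control wells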
Target sequence (P49841 whole entry, looked up): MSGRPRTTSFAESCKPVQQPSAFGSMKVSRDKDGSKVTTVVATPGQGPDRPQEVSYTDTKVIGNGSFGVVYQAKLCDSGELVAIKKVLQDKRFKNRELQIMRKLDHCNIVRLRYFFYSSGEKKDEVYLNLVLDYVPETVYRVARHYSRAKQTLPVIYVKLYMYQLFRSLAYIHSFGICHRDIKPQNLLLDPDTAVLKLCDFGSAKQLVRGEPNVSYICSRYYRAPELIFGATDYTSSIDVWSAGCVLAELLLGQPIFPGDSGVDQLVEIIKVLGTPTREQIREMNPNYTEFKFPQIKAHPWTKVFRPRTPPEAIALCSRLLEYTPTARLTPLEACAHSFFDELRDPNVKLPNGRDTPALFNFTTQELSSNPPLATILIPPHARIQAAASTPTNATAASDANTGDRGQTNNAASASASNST
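Assay system: GST-tagged human GSK3beta kinase, cell-free; Input: 1.6 ng GSK3beta; Medium: Tris/MgCl2 kinase buffer; Timing: 60 min enzyme reaction, room temperature; Signal: ADP-Glo luminescence quantifying ADP generated by kinase; Evaluation: score relative to plate controls; Benchmarks: DMSO neutral wells and GW8510 at 20 µM as positive.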
HIF act: HIF pathway transcriptional activation; activation, % at 7.5 µM (by protocol); 300,000 tested, 0.32% active; U2OS HRE-luciferase reporter, luminescence; normalized: DMSO 0%, desferrioxamine 100%; AID 1910;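 active = mean activation of at least 10% of the iron chelator positive control signal, with at least half of replicates also reaching 10%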
IEC-6 tox: kills IEC-6 intestinal cells in KLF5 counter-screen. IEC-6 cytotoxicity, luminescence viability. inhibition, % at 5 µM. 290,000 tested, 0.78% active. AID 1825; in the data active = inhibition above about 22%;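 also: 0% = plate median of test compound wells and 100% = cytotoxic reference compound wells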
GSK3A inh: human GSK-3 alpha kinase inhibition; P49840; ADP-Glo luminescence, 60 min; inhibition, % at 10 µM; 320,000 tested, 0.1% active;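 in the data active = inhibition above about 50%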;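 also: GST-tagged GSK-3 alpha with peptide substrate and 25 µM ATP; 0% = DMSO neutral wells and 100% = GW8510 positive control wells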
Target sequence (P49840 whole entry, looked up): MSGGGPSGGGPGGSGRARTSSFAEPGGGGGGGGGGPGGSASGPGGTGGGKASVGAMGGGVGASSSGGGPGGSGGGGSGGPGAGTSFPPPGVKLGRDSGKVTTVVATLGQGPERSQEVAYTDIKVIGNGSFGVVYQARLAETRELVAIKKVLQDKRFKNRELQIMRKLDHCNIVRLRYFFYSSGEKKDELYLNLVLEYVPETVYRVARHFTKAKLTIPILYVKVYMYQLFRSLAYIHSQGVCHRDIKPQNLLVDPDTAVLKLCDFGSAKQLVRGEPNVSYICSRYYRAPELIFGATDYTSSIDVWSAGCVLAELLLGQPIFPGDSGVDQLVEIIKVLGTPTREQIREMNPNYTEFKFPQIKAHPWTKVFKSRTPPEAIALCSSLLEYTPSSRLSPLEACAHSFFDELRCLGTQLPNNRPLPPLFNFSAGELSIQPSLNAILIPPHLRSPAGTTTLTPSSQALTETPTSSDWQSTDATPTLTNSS
aSyn UTR inh: 5' untranslated region of α-synuclein, MLPCN primary screen; inhibition, % (tested at 7.5 µM); 300,000 tested, 0.82% active; alpha-synuclein 5'UTR reporter, inhibitor activity; in the data active = inhibition above about 60%;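 also: H4 neuroglioblastoma cells stably carrying SNCA 5'UTR luciferase fusion; 0% = DMSO wells and 100% = positive control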
HSP90 refold inh: HSP90 refolding inhibition in rabbit reticulocyte lysate | luciferase refolding luminescence, 3 h | inhibition, % at 5.6 µM | 290,000 tested, 0.91% active | AID 1789;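 active = inhibition above the screen-wide mean plus 3 SD, computed separately per campaign, cut at about 16% in these data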;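 also: 0% = DMSO wells and 100% = 60 µM geldanamycin wells; inhibitors lower the luminescence because luciferase stays unfolded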
Active calls of the source: *; . = no result given.

SMILES	AI-2 QS mod	HSF-1 act	KLF5 inh	HSF1 inh	GSK3B inh	HIF act	IEC-6 tox	GSK3A inh	aSyn UTR inh	HSP90 refold inh
Cc1ccc2nc(SCC(=O)Nc3ccc(C)c(Cl)c3)nc(=O)n2c1	10.9	-20.7	.	0.5	2.5	-5.7	.	-1.6	-25.1	.
CC(=O)C(=Cc1cn(-c2ccccc2)nc1-c1ccccc1)C(C)=O	34.4	15.3	-23.5	-1.3	2.0	0.0	-6.5	-0.6	-6.7	0.6
O=C(Nc1nnc(SCc2ccc(Cl)cc2)s1)c1cnccn1	10.1	21.5	-27.0	3.9	-1.9	-0.7	1.2	-1.1	-1.8	-3.0
CCn1nnnc1SCC(=O)Nc1cccc(C)n1	13.2	3.7	-15.4	-7.6	-18.2	1.8	-0.4	-0.1	2.4	0.4
CCOC(=O)C1(C(F)(F)F)N=C(C(F)(F)F)Nc2cc(C)c(C)cc21 (centres undefined)	18.2	-5.2	-9.0	-2.2	-1.4	-6.0	5.9	0.0	-28.1	1.2
CCCNC(=O)CN1C(=O)NC(CC)(c2ccc(F)cc2)C1=O (centres undefined)	16.7	3.7	-11.9	-7.3	-3.9	-0.2	2.3	-0.6	15.5	2.3
COc1cc(COCC(O)CN2CCc3ccccc3C2)cc(OC)c1OC (centres undefined)	21.3	1.1	-5.7	-0.3	0.3	-0.5	2.4	-2.3	-8.3	-0.6
CC(=O)Nc1ccccc1NC(=O)C/C(C)=N/NC(=O)Cc1cccc2ccccc12	15.4	-11.8	-26.4	-3.7	1.2	-0.4	0.8	-3.1	6.4	2.3
CCOc1ccc2nc(SCC(=O)Nc3cc(C)on3)c(C)cc2c1	6.4	-7.5	8.2	-19.1	0.0	0.3	11.5	-1.4	-20.5	2.2
Cc1ccc(Nc2cc(C)nc(-c3ccccc3)n2)cc1	-55.2	52.4*	-143.6	20.4	0.9	3.6	7.3	-1.7	-124.0	-2.3
CCN(CC(=O)NCc1ccc(Cl)cc1)C(=O)c1oc2ccccc2c1C	6.1	45.9	0.7	20.7	-7.4	-0.3	0.5	-1.6	11.6	0.4
COc1ccc(C(=O)NCC(C)NC(=O)c2ccc(OC)cc2)cc1 (centres undefined)	9.4	-2.9	.	0.8	-0.1	0.1	.	-0.3	11.9	.
CNC(=O)c1c(NC(=O)C2=COCCO2)sc2c1CCN(C(=O)OC)C2	32.3	-9.4	.	-4.4	0.8	0.7	.	-0.9	0.0	.
CN(c1ccccc1)S(=O)(=O)c1cccc(C(=O)NNC(=O)c2ccncc2)c1	17.5	-15.7	.	-1.3	-0.4	0.2	.	-3.9	0.9	.
CC(OC(=O)c1cccs1)C(=O)NC1CC1 (centres undefined)	24.2	-20.8	-10.6	0.6	0.4	0.4	8.4	-4.3	-2.4	-5.5
CCN(c1ccc(NC(=O)COC(=O)c2ccc(S(=O)(=O)N3CCCC3)cc2)cc1)C(C)C	7.3	-0.9	-11.7	-7.8	-1.0	0.8	-1.5	-2.0	3.0	-1.1
COc1ccc2o/c(=N/NC(=S)Nc3ccccc3)c(C(N)=O)cc2c1	1.3	22.9	-19.4	5.9	0.9	-0.2	0.5	.	12.7	-1.2
C=C(C)COc1cc2oc(=O)c(CC(=O)N3C[C@H]4C[C@@H](C3)c3cccc(=O)n3C4)c(C)c2cc1Cl	27.2	-1.2	-5.6	-0.8	-2.5	0.2	-0.2	-0.8	23.1	-3.7
CCC(=O)c1ccc(OCC(=O)OCC(=O)N2c3ccccc3CC2C)cc1 (centres undefined)	38.0	-4.8	.	-0.2	1.4	-0.4	.	-2.9	3.3	.
CCCC12CN3CC(C)(CN(C1)C3c1ccc([N+](=O)[O-])o1)C2=O (centres undefined)	-10.8	-7.6	-10.4	-0.1	-1.1	-0.9	-3.5	-2.4	9.2	-1.1
CN(Cc1nccs1)C(=O)c1ccc2nc(Cc3ccccc3F)oc2c1	-29.9	45.5	-216.3	28.7	0.4	3.5	5.3	-0.4	-131.1	-3.0
COc1cccc(NC(=S)Nc2cccnc2)c1	-13.0	20.9	-1.6	14.6	-3.3	1.3	8.4	-0.2	-93.0	7.5
COC(=O)c1cc([N+](=O)[O-])c(-n2ccnc2)c([N+](=O)[O-])c1	10.4	-12.8	-46.7	-1.7	6.1	0.2	3.1	-5.5	-6.4	-1.1
COC(=O)COc1cccc2c(=O)n(CC(=O)NCCc3ccc(OC)c(OC)c3)ccc12	11.9	-14.2	-10.6	-0.3	1.2	-0.4	-0.8	-2.0	4.7	2.0
O=C(NCCC1CCCCN1S(=O)(=O)c1ccccc1)C(=O)Nc1ccc(F)cc1 (centres undefined)	15.2	3.6	.	5.5	0.0	0.5	.	-2.6	-35.2	.
O=C(CS(=O)(=O)Cc1ccccc1)Nc1nc2c(s1)CCCC2	30.4	2.4	-26.4	-4.1	0.3	0.2	-3.2	-3.7	-11.7	-0.8
CCCCOC(=O)Nc1nnc(CCOCC)s1	-6.9	21.3	-7.0	-0.5	0.4	-1.3	3.7	0.9	-4.4	0.2
CCc1nc2sc3c(c2c(=O)n1NC(=O)CCl)CCCC3	19.6	-46.3	-19.4	-31.1	1.4	-1.2	0.3	0.6	3.4	0.3
Cc1[nH]c(C)c(S(=O)(=O)N2CCN(c3ccccc3)CC2)c1C(=O)N1CCCC1	25.7	2.8	-18.3	-1.9	0.6	.	5.3	.	0.6	1.4
CC(C)n1ncc2c(C(=O)O)cc(C3CC3)nc21	21.4	9.0	0.8	-2.9	2.1	-1.0	-4.4	-4.1	20.9	2.3
C=CCOc1ccc(C2c3c(oc4ccccc4c3=O)C(=O)N2CCCN2CCOCC2)cc1 (centres undefined)	6.3	23.1	-10.6	1.9	2.2	0.0	-3.5	-1.0	-59.6	-4.2
Cc1ccc(-c2nc(-c3cccnc3)no2)cc1	3.9	21.7	-134.0	1.7	0.2	1.5	1.7	0.9	-78.1	0.4
Cc1cc(NC(=O)CSc2nnc(N)s2)c([N+](=O)[O-])cc1C	30.0	5.1	-6.5	9.8	-0.1	-0.4	1.4	-1.2	9.4	3.2
COc1cccc(OC)c1OCCCOc1c(OC)cccc1OC	21.7	5.1	-6.5	0.0	1.3	-1.6	0.9	-2.9	9.8	-0.6
CC(=O)c1cnc(Oc2cc(Cl)ccc2Cl)nc1C	12.2	3.0	-19.5	0.2	-3.6	0.5	2.9	-4.6	-3.8	1.5
COc1ccc(OCC(O)CN2CCCCCC2)cc1 (centres undefined)	32.6	-3.7	-13.6	5.6	2.7	0.5	-3.1	-0.8	35.3	1.5
O=C(c1ccc(C(=O)N2CCOCC2)nc1)N1CCOCC1	15.2	1.7	-19.4	-6.4	2.8	-0.6	-3.7	-5.2	17.1	-2.7
COc1ccc(N2CCN(C(c3cc(OC)ccc3OC)c3nnnn3CC3CCCO3)CC2)cc1 (centres undefined)	9.9	-7.9	36.2	-10.2	2.2	0.7	0.2	-1.1	14.4	-0.1
COc1ccc(N(CC(=O)Nc2ccc(C)cc2C)S(=O)(=O)c2c(C)n[nH]c2C)cc1	27.5	-21.4	-10.0	-6.3	3.3	0.4	-1.7	-9.4	23.5	-1.9
CCC1(c2ccc(Cl)cc2)NC(=S)N(c2ccccc2)N1 (centres undefined)	2.5	69.7*	-14.7	55.7	-4.8	3.9	-7.7	-0.1	-71.4	-5.2

Entries of single compounds as entered above. Order of screens: AI-2 QS mod | HSF-1 act | KLF5 inh | HSF1 inh | GSK3B inh | HIF act | IEC-6 tox | GSK3A inh | aSyn UTR inh | HSP90 refold inh
O=C(c1ccc(C(=O)N2CCOCC2)nc1)N1CCOCC1 is entered as 15.2 | 1.7 | -19.4 | -6.4 | 2.8 | -0.6 | -3.7 | -5.2 | 17.1 | -2.7
Cc1ccc(-c2nc(-c3cccnc3)no2)cc1 is entered as 3.9 | 21.7 | -134.0 | 1.7 | 0.2 | 1.5 | 1.7 | 0.9 | -78.1 | 0.4
COc1ccc(OCC(O)CN2CCCCCC2)cc1 (centres undefined) is entered as 32.6 | -3.7 | -13.6 | 5.6 | 2.7 | 0.5 | -3.1 | -0.8 | 35.3 | 1.5

Later entries
SMILES	AI-2 QS mod	HSF-1 act	KLF5 inh	HSF1 inh	GSK3B inh	HIF act	IEC-6 tox	GSK3A inh	aSyn UTR inh	HSP90 refold inh
COc1ccccc1NC(=O)CC(c1ccc(F)cc1)c1ccco1 (centres undefined)	2.8	.	9.3	.	1.0	.	3.8	-1.6	.	0.4
O=C(CSc1ncnc2c(-c3ccc(Cl)cc3)nsc12)c1ccccc1	41.3	-2.1	-15.6	-8.5	1.7	0.6	6.2	-4.1	-97.8	3.0
Cc1cc(SCc2ccccc2C)nc(=O)[nH]1	14.8	10.0	1.6	-2.5	-2.0	1.2	-0.6	-9.0	-1.0	-0.9
CCOC(=O)Cc1csc(SCC(=O)N(CC(C)C)c2c(N)n(Cc3ccccc3)c(=O)[nH]c2=O)n1	24.7	-8.2	.	1.7	2.0	-0.1	.	-1.9	5.5	.
O=C(NCCS(=O)(=O)NC1CCCCC1)c1ccccc1	15.5	0.9	.	-3.9	-2.9	0.0	.	-3.0	-3.9	.
COc1ccc(/C=N\NC(=O)c2cc(OCC(F)(F)F)ccc2OCC(F)(F)F)cc1	28.3	-0.8	28.1	-7.8	-0.6	0.9	1.8	-1.5	-14.3	1.1
O=C(C1=C[C@H](c2ccc(C(F)(F)F)cc2)C[C@H](OCCCCO)O1)N1CCOCC1	9.2	3.3	-14.5	0.0	2.9	-0.1	7.0	0.6	-1.1	2.4
COc1ccc(Cn2c(C)c(C)c(C#N)c2NC(=O)Nc2cccc(C)c2)cc1	27.0	5.9	-20.5	3.6	-2.0	-0.4	-3.9	0.7	-0.8	-1.6
CCCOc1ccc(C(=O)NCC2OCCc3ccccc32)cc1OC (centres undefined)	-1.7	10.0	-19.1	-4.3	2.6	-0.2	6.1	-1.1	11.2	4.4
[N-]=[N+]=N[C@@H](CCN1CC[C@H](O)CCC1=O)c1ccccc1	13.7	1.7	-6.0	-1.6	1.8	-0.7	-0.8	-1.0	4.5	-5.2
O=C(O)CCC(=O)Nc1ccc(Cc2ccc(NC(=O)CCC(=O)O)cc2)cc1	37.6	17.6	-3.8	-8.3	0.9	-0.2	1.3	-1.8	-17.9	2.4
CCOc1cc2[nH]c(=S)n(Cc3ccc(C(=O)O)cc3)c(=O)c2cc1OCC	10.3	-0.9	-41.3	-5.7	6.5	-3.4	-1.0	-2.4	-13.5	5.6
CC(C)c1ccc2[nH]c(O)c(N=NC(=O)c3cccc(S(=O)(=O)N4CCCCC4)c3)c2c1	15.1	18.2	-11.4	3.9	1.3	-0.3	2.5	-0.8	35.2	-0.5
CCCOC(=O)c1ccc(NC(=O)c2cc(Cl)ccc2OC)cc1	15.1	6.7	5.3	4.2	3.3	-0.1	-4.7	-1.6	-38.5	-0.3
CCC(=O)Nc1ccc(C(=O)Nc2cccnc2)cc1	20.5	14.2	-36.1	-5.4	-4.7	1.5	3.2	0.8	-27.5	-0.6
CCC(C)(C)C1CCc2[nH]nc(C(=O)N/N=C(\C)c3ccco3)c2C1 (centres undefined)	59.5	5.1	-11.4	2.5	1.1	2.1	-4.9	-3.2	-135.9	11.7

Screening results from PubChem BioAssay.
